# Screening data deposited in PubChem BioAssay by several laboratories.
# PLCg1 inh: PLC-gamma1 (human) inhibition, primary screen. P19174. inhibition, % at 12.2 µM. hit rate 0.84% among 370,000. purified PLC-gamma1, fluorogenic substrate, fluorescence. AID 720700; in the data active = inhibition above about 9.5%
# PLCb3 inh: inhibitors of human phospholipase C beta3; Q01970; Purified PLC-beta3, fluorogenic substrate, fluorescence; inhibition, % at 12.2 µM; hit rate 0.18% among 370,000; AID 720704; in the data active = inhibition above about 11%;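 also: 0% = median of compound wells on plate and 100% = full blocker control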
# Target sequence (Q01970 whole entry, looked up): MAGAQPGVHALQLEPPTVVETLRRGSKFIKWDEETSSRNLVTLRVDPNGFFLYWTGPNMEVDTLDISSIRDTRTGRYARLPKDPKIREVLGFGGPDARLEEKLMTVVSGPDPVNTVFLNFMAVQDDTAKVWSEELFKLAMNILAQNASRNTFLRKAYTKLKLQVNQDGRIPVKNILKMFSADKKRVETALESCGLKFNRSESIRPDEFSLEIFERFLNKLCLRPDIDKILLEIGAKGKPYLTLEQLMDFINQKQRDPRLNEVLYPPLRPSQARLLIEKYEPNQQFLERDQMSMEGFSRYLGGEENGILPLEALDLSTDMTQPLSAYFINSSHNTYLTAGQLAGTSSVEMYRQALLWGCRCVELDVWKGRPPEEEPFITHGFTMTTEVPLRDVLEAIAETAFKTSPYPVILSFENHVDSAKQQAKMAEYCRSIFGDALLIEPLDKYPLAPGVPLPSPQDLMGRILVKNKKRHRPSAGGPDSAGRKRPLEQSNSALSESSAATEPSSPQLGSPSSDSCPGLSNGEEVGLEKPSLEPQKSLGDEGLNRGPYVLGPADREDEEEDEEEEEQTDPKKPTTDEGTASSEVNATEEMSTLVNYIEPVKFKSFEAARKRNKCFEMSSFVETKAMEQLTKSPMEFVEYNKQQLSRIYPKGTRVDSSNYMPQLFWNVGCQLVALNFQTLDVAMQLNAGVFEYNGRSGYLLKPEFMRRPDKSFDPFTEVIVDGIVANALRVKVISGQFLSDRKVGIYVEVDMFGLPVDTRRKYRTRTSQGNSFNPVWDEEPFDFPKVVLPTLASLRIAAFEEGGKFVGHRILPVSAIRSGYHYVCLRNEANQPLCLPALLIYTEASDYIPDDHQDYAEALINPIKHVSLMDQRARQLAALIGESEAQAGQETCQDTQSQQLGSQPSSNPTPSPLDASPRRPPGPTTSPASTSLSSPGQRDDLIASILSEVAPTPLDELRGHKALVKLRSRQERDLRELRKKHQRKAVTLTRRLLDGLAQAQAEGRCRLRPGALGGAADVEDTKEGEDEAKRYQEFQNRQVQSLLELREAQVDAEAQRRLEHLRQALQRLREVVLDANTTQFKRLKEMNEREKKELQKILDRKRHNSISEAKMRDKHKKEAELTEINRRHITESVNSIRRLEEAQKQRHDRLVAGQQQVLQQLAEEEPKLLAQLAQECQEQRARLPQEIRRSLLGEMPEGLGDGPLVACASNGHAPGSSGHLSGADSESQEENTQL
# MBD2 DNA inh: blocks human MBD2 binding to methylated DNA | TR-FRET, MBD2 binding to methylated oligonucleotide | inhibition, % at 4.4 µM | hit rate 0.31% among 370,000; in the data active = inhibition above about 13%
# DAX1 inh-1: DAX1 (NR0B1) inhibition, primary screen; HEK293T StAR-luciferase reporter, SF-1/DAX-1 repression relief; inhibition, % at 6.8 µM; hit rate 1.1% among 370,000; AID 652010;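 active = inhibition above the mean over all tested compounds plus 3 SD, cut at about 3.6% in these data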;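 also: 0% = DAX-1 cells with DMSO and 100% = cells lacking DAX-1 with DMSO; higher inhibition means more luminescence from relief of DAX-1 repression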
# hcDAF-12 act: activates DAF-12 receptor from parasite H. contortus; HEK293 hcDAF-12 lit1-tk-luc reporter, luminescence; 0% DMSO, 100% Δ7-dafachronic acid; activation, % at 6.8 µM; hit rate 1.4% among 370,000;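 active = activation above the mean of all tested compounds plus 3 SD, cut at about 5.5% in these data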;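 also: 100% = response to 3 µM Δ7-dafachronic acid high control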
# Rev-erbA mod: Rev-erb alpha (human) modulation; P20393; Rev-erbα–FITC-DNA binding, fluorescence polarization, 90 min; activity, % at 10 µM; hit rate 0.79% among 370,000; AID 1259318;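 active = activity above about 14%, limit read from the data; passing the limit was not always enough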;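 also: 0% = DMSO wells with 35 nM protein and 100% = DMSO wells with 750 nM protein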
# ssDAF-12 act: activates DAF-12 receptor from parasite S. stercoralis. HEK293 ssDAF-12/GRIP1 lit1-tk-luc reporter, luminescence; % of 3 µM dafachronic acid response. activation, % at 6.8 µM. hit rate 1% among 370,000;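 active = activation above the mean over all tested compounds plus 3 SD, cut at about 0.9% in these data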;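 also: 0% = DMSO-only wells and 100% = 3 µM delta7-dafachronic acid wells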
# SMARCA2 act: increases SMARCA2 function in MMTV reporter cells | MG213 cells, MMTV-luciferase reporter, dexamethasone, overnight | hit rate 1% among 370,000 | activation, % at 9.1 µM; in the data active = activation above about 7.8%;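 also: 0% = vehicle wells and 100% = reference activator wells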
# DAX1 inh-2: inhibitors of human orphan nuclear receptor DAX1 (NR0B1); HEK293 Gal4-DAX1 luciferase reporter, luminescence; inhibition, % at 6.75 µM; P51843; AID 504766; hit rate 0.99% among 340,000;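 active = inhibition above the mean over all tested compounds plus 3 SD, cut at about 4.2% in these data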;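 also: 0% = DAX1-transfected cells with DMSO and 100% = empty-vector control cells with DMSO; inhibition shows as a rise in luminescence from relieved DAX1 repression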
# ADAM17 inh: ADAM17 inhibition, QFRET primary screen; P78536; AID 720648; inhibition, % at 6.95 µM; hit rate 0.83% among 370,000; recombinant ADAM17, EDANS/DABCYL FRET peptide cleavage;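 active = inhibition above the mean of compounds lying between control limits plus 3 SD, set per campaign, cut at about 8.5% in these data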;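 also: 0% = DMSO-only wells as the low control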
# hgDAF-12 ag: agonists of H. glycines DAF-12 nuclear receptor; activation, % at 6.8 µM; hit rate 1.8% among 370,000; HEK293 GAL4-hgDAF12 UAS-luciferase reporter, agonist luminescence; normalized to butyrate control;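 active = activation above a cutoff set at the mean of all screened compounds plus 3 SD, cut at about 10% in these data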;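 also: 0% = DMSO wells and 100% = sodium butyrate wells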
# Active calls of the source: *; . = not tested or not shown.
SMILES,PLCg1 inh,PLCb3 inh,MBD2 DNA inh,DAX1 inh-1,hcDAF-12 act,Rev-erbA mod,ssDAF-12 act,SMARCA2 act,DAX1 inh-2,ADAM17 inh,hgDAF-12 ag
Nc1nc(N(Cc2ccccc2)Cc2ccccc2)nc(C(F)(F)F)n1,-3,-4,0,-0.4,0.3,13,-0.8,-1,-0.2,9.1*,-0.9
CN(C)c1ccccc1C(=O)c1ccccc1N(C)C,-48,-59,1,-0.9,1.8,1,-0.5,0,-1.3,-3,9.8
O=C(COc1ccc(Br)cc1)Nc1ccc2c(c1)C(=O)NC2=O,-8,-1,-5,-0.1,-1.6,-8,-1.7,-2,-1.1,-1,0.4
CCOC(=O)CSc1nnc2c(n1)C1(C)CCC2C1(C)C (stereo not drawn),1,0,-8,-0.5,0.9,4,-1.3,-1,-0.4,-1,2.1
Cc1cc(C)c(NC(=O)CSCc2c(C)noc2C)c(C)c1,1,-8,1,0.6,-0.9,-9,-0.9,1,-0.1,-5,-4.5
Cc1ccccc1-c1nc(CN2CCC(C(=O)N3CCC(C(N)=O)CC3)CC2)c(C)o1,-4,-2,0,-0.1,0.2,4,-1.4,2,-0.8,-1,-2.9
CCN(c1ccccc1)S(=O)(=O)c1cc(C(=O)NCc2ccccn2)ccc1C,0,-4,2,-0.1,-0.4,-8,-1.4,-1,-1.6,-2,0.4
O=C(Nc1cccc(F)c1)NC1CCCc2ccccc21 (stereo not drawn),3,-5,0,-0.1,0.5,-4,-0.7,3,0.0,5,-1.4
CC1COc2ccccc2N1C(=O)c1cccnc1Cl (stereo not drawn),-1,1,5,0.2,1.1,-4,-0.8,-4,-0.2,-3,-0.6
CC1=CC(C)(C)Nc2ccc(OC(=O)CN3C(=O)c4ccccc4C3=O)cc21,-109,-131,-1,-2.5,-7.0,-3,-2.6,2,-2.2,-7,-13
COC(=O)c1cc(S(=O)(=O)NCC(C)c2ccccc2)cn1C (stereo not drawn),-2,-10,3,-0.7,-1.8,-6,-1.1,-3,-0.1,0,-0.3
CCc1ccc(C(O)(C(C)C)C(CN2CCOCC2)c2ccccc2)cc1 (stereo not drawn),0,-8,0,-0.5,-2.9,9,-1.6,-4,-1.1,1,-2.1
FC(F)(F)c1ccccc1NC(=S)NN=C1CCCCCC1,-1,-4,2,-1.1,4.6,0,0.0,0,.,-2,7.8
ClCCN1C2=NCCCN2c2ccccc21,1,-2,5,0.1,1.0,7,-1.5,-1,0.3,1,0.5
C=CCn1cc(Cl)cc(C(=O)Nc2ccccc2)c1=O,6,2,1,0.4,-0.2,-5,-1.4,-1,0.5,0,-2.8
CCCCn1c(N)c(N(CCOC)C(=O)COC(=O)COc2c(C)cc(C)cc2C)c(=O)[nH]c1=O,-6,-39,1,1.6,-0.1,3,-0.8,1,-0.3,-4,2.0
Cc1ccccc1NC(=O)c1ccc(S(=O)(=O)N2CCCC2)cc1,-2,-9,2,-0.3,1.4,0,-0.5,-1,0.5,-4,-1.7
Cc1cccc(OCC(=O)Nc2ccccc2C(F)(F)F)c1,-1,-1,4,0.3,-0.6,-3,-1.1,-1,-0.9,-4,1.8
CN(C)C(CNc1ncnc2sccc12)c1ccccc1 (stereo not drawn),-3,-1,6,0.4,-1.1,0,-1.6,-5,-0.6,-5,-3.9
O=CN1CCN(C(=O)COc2ccc(Cl)cc2Br)CC1,0,0,0,-0.3,-0.2,7,-1.2,-3,-1.2,-5,-0.4
CCCC(=O)Nc1cc(S(=O)(=O)N2CCCCC2)ccc1N1CCOCC1,7,0,4,1.3,1.4,-5,-0.7,-3,0.7,2,-2.1
COCCN(C(=O)CSc1nnc(-c2ccccc2F)n1N)c1c(N)n(Cc2ccccc2)c(=O)[nH]c1=O,0,-4,1,1.9,-1.2,-1,-1.0,-2,0.6,3,-0.2
Oc1sc(C=Nc2ccccc2)c2ccccc12,2,-1,0,0.9,1.2,.,-0.1,4,4.0,-2,1.3
COCC1CCN(C(=O)c2cc(COc3ccccc3SC)on2)C1 (stereo not drawn),-2,-6,4,-0.9,-1.3,3,-0.9,1,0.5,0,0.5
COc1cc(CNCc2ccccc2)cc(Cl)c1OC,1,-1,-4,1.5,0.0,-3,-1.4,-2,-0.7,0,-0.7
O=C(c1ccc(COc2ccc3c(c2)CCC3)o1)N1CCN(c2ccccc2)CC1,-4,-5,5,0.1,1.9,5,-1.2,3,-0.2,1,2.3
CCCCn1c(N)c(N(CC(C)C)C(=O)c2cccc(S(=O)(=O)N(CC)c3ccccc3)c2)c(=O)[nH]c1=O,-2,-4,2,1.3,-1.1,-1,-0.7,-2,0.9,-1,-0.5
COc1ccc(NC(=O)c2ccccc2Oc2ccccc2)c(OC)c1,0,-7,-1,-0.1,-1.1,-3,-2.3,4,-0.9,4,-1.4
COc1ccccc1NC(=O)c1sc2nc(N3CCOCC3)c3c(c2c1N)CCCC3,-47,-68,6,-1.3,0.6,-3,-0.9,-3,0.2,-13,3.6
Cc1noc(C)c1C(=O)OCC(=O)N(C)C1CCS(=O)(=O)C1 (stereo not drawn),0,-1,1,0.1,0.4,11,-1.5,-4,-1.1,-6,1.4
NCCc1c(-c2ccccc2)n(-c2ccccc2)c2ccccc12,4,-2,4,0.1,-2.7,7,-0.7,-4,-0.7,-7,2.5
CC(=O)NC(CC(=O)N1CCN(C(C)=O)CC1)c1ccccc1 (stereo not drawn),1,-6,5,5.3*,0.0,2,-0.6,-2,-0.3,-6,1.1
CN(CC(=O)NCc1ccccn1)S(=O)(=O)c1ccc2ccccc2c1,-2,-2,4,-0.3,-0.9,3,-1.3,5,0.5,-3,-0.2
CC(C)Nc1cc(C(C)(C)C)nc2c(-c3ccccc3)cnn12,-160,-239,-3,0.7,2.9,6,-0.8,5,6.0*,-43,8.6
Cc1ccc(C2=C/C(=C/c3cccs3)C(=O)O2)cc1,-13,-16,-5,0.6,-0.4,-8,-1.2,2,-0.6,-18,1.7
Cn1cnnc1SCC(=O)Nc1cc(S(=O)(=O)N2CCCCCC2)ccc1Cl,2,2,-5,0.0,-1.0,1,-0.5,3,-0.1,3,-0.9
COc1ccccc1C(=O)Nc1ccnn1C1CCN(Cc2cnn(C)c2C)CC1,2,-8,5,-0.9,0.4,-4,-1.1,-2,-0.2,-1,-1.0
COc1ccc(NC(=O)NCCCN2CCN(c3ccccc3F)CC2)cc1,-1,-5,0,-0.2,-2.3,1,-2.2,-1,-3.0,-2,-3.7
CC(=O)Oc1ccc(C(=O)O)cc1OC(C)=O,1,-1,-9,-0.2,-1.5,3,-1.3,-2,1.7,-1,1.8
CCOc1ccc(C(=O)OCC(=O)NC(C)C)cc1,2,3,-3,-0.7,-0.7,-11,-1.3,-2,0.4,0,3.9
Cc1nc(-c2ccccc2Cl)sc1C(=O)/C=C/N(C)C,-5,-13,3,0.3,0.2,-4,-1.8,-5,0.8,-8,2.2
Clc1ccc(C2CC(c3ccccc3)Nc3ncnn32)cc1 (stereo not drawn),-2,2,-3,-0.4,-1.2,2,-1.4,0,-2.2,1,-3.0
O=c1[nH]c(=O)c2cc3ccccc3nc2[nH]1,-168,-225,-2,-0.1,-0.8,-1,-0.3,-1,0.7,-146,3.4
O=[N+]([O-])c1cccc(-c2n[nH]c(=S)n2Cc2ccccc2)c1,3,2,-6,0.4,3.3,4,-1.8,3,-0.9,0,-5.2
COCCN(C(=O)COC(=O)Cc1cccc(OC)c1)c1c(N)n(Cc2ccccc2)c(=O)[nH]c1=O,-2,0,0,0.5,-1.3,0,-1.3,-1,0.1,-2,-0.6

# Single entries from the results shown:
# `CC1=CC(C)(C)Nc2ccc(OC(=O)CN3C(=O)c4ccccc4C3=O)cc21` in ssDAF-12 act → -2.6
# `FC(F)(F)c1ccccc1NC(=S)NN=C1CCCCCC1` in ADAM17 inh → -2

# Continuation.
SMILES,PLCg1 inh,PLCb3 inh,MBD2 DNA inh,DAX1 inh-1,hcDAF-12 act,Rev-erbA mod,ssDAF-12 act,SMARCA2 act,DAX1 inh-2,ADAM17 inh,hgDAF-12 ag
CC(=O)c1ccc(N=C2NC(=O)C(CO)(CO)S2)cc1,2,-8,5,0.3,-1.8,-2,-1.5,-3,0.9,-6,7.7
COc1ccc(CC(=O)Nc2ccc(C)cc2S(=O)(=O)N2CCOCC2)cc1OC,-2,-1,1,-1.2,-0.2,7,-1.7,-1,.,-2,-0.2
CCOc1ccc(NC(=O)CN(C)C(=O)c2cc([N+](=O)[O-])ccc2Sc2ccccc2)cc1OCC,4,-1,2,-1.0,-1.8,-3,-1.7,-1,-0.5,2,-2.5
Brc1ccc(C2=CC(c3ccco3)n3nnnc3N2)cc1 (stereo not drawn),-15,-29,6,-0.2,2.2,0,0.4,-3,1.1,-13,2.2
CC(=O)c1cccc(NC(=O)c2ccncc2)c1,-1,-4,1,-0.7,-1.9,-7,-1.4,-2,-0.5,-7,0.2
CCCCCCCCCCCCCCCC(=O)NCCO,-1,0,-4,-0.7,-1.4,-4,-1.5,-4,1.5,-5,-0.1
Cc1cc(/C=N/NC(N)=S)c(C)n1-c1ccc(Br)cc1,-8,-18,-3,-0.5,-1.0,0,-1.3,-3,1.2,-3,-1.9
CCOC(=O)c1cc(C)[nH]c(=S)c1C#N,-19,-17,-2,0.3,-1.5,4,-0.9,1,1.3,-6,-0.9
COc1cc(C(=O)Nc2ccc3c(c2)C(=O)c2ccccc2C3=O)cc(OC)c1OC,1,1,-1,-0.3,1.2,-27,-1.1,-2,-0.6,1,0.6
CC(C)CN(C(=O)COC(=O)CCC(=O)c1ccc(F)cc1)c1c(N)n(Cc2ccccc2)c(=O)[nH]c1=O,3,-5,2,-0.7,-1.4,3,-1.3,-2,0.5,13*,-1.8
Cc1cc2ccccc2n2c(SCC(=O)Nc3ccc(S(=O)(=O)N4CCCCC4)cc3)nnc12,1,1,3,-0.5,-2.7,8,-0.9,-4,-0.2,1,-0.1
c1ccc2c(c1)Cc1cc3ccccc3nc1-2,-10,-19,-5,2.0,17*,0,1.2*,8.8*,3.2,-5,15*
CSc1nc2nc(-c3cccc(C(F)(F)F)c3)ccn2n1,1,-9,0,-0.3,-1.4,8,-1.3,-2,0.1,-1,-2.2
Cc1ccc(Cl)c(NC(=O)CCl)c1Cl,4,-6,1,-3.7,-0.9,-5,-1.0,-2,-2.6,1,-6.4
CCOC(=O)C1(Cc2cccc(F)c2)CCN(Cc2c(C)nn(CC)c2C)CC1,6,-3,-6,-0.1,-2.3,1,-1.9,-2,0.0,1,-3.6
COC(=O)Cc1ccc(OCC(=O)Nc2ccc(OC(F)(F)F)cc2)cc1,-1,-3,-1,1.1,-1.2,1,-1.6,-2,2.0,7,-1.9
COc1cc(Cl)c(C)cc1NC(=O)Cc1cccs1,0,-3,0,-0.2,2.2,-3,-1.4,2,0.0,-1,-0.5
O=C(c1ccco1)N1N=C(c2ccccc2O)CC1c1cccs1 (stereo not drawn),-257,-369,0,-2.3,0.4,-8,-1.6,-1,-0.4,1,-0.7
CC1CN(C(=O)N[C@@H](Cc2ccccc2)C(=O)O)CC(C)O1 (stereo partly drawn),0,1,-4,-0.1,-0.3,3,-1.4,2,1.1,-5,1.0
COc1ccccc1CNC(=O)Cn1cc(Br)ccc1=O,0,-4,-8,0.5,-1.4,1,-0.6,0,3.5,0,0.0
